# MEKK2mut PB1 HTS – signal of MEK5 binding to mutant human MEKK2 PB1 domain; bead flow cytometry, Alexa488-MEK5 binding to MEKK2 mutant; percent response, % at 10 µM; 0.35% of 290,000 active; in the data active means percent response above about 24%, passing the limit was not always enough; further: inactives centre near 1; some results filed as inactive read as strong as hits; reference of the scale not given here
# PfM18AAP inh – PfM18AAP enzyme inhibition | inhibition, % at 7.35 µM | 1.2% of 290,000 active | recombinant PfM18AAP, H-Glu-NHMec fluorogenic cleavage;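 active means inhibition above the campaign mean inhibition over all tested compounds plus 3 SD, cut at about 28% in these data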;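 further: 0% = plate median of test compound wells and 100% = 2 mM ZnCl2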
# NALP1 inh – inhibitors of NALP1 inflammasome in yeast | S. cerevisiae NALP1/ASC/caspase-1 growth, X-gal OD620, 72 h | AID 2071 | 0.61% of 280,000 active | inhibition, % at 10 µM; in the data active means inhibition mostly above about 24%, no sharp cut-off; inactive means mostly below about 32%; further: some compounds called inactive have numbers as strong as hits
# PHOSPHO1 inh – PHOSPHO1 (human) inhibition. Q8TCT1. 1.1% of 290,000 active. inhibition, % at 13.3 µM. recombinant PHOSPHO1, absorbance phosphatase assay; in the data active means inhibition above about 60%
# MEKK2 WT-MEK5 – raises or lowers MEK5 binding to wildtype human MEKK2 PB1 domain; Q9Y2U5; bead flow cytometry, Alexa488-MEK5 binding to MEKK2 WT; actives lie on both sides; binding response (% of control), % at 10 µM; 1.1% of 290,000 active; in the data active means binding response below about 67% or above about 130%
# MEKK3 PB1 HTS – raises or lowers MEK5 binding to the human MEKK3 PB1 domain. bead-based flow cytometry, Alexa488-MEK5 binding to MEKK3; actives lie on both sides; 0 = blocked by unlabeled MEK5, 100 = vehicle. AID 1529. 1.4% of 290,000 active. binding response (% of control), % at 10 µM. Q99759;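 active means binding response more than 3 SD above or below the average of its plate-row segment, actives on both sides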;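 further: Alexa488 bead fluorescence after subtracting the streptavidin-only scavenger bead signal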
# Target sequence (Q99759 whole entry, looked up, the tested form may be a part): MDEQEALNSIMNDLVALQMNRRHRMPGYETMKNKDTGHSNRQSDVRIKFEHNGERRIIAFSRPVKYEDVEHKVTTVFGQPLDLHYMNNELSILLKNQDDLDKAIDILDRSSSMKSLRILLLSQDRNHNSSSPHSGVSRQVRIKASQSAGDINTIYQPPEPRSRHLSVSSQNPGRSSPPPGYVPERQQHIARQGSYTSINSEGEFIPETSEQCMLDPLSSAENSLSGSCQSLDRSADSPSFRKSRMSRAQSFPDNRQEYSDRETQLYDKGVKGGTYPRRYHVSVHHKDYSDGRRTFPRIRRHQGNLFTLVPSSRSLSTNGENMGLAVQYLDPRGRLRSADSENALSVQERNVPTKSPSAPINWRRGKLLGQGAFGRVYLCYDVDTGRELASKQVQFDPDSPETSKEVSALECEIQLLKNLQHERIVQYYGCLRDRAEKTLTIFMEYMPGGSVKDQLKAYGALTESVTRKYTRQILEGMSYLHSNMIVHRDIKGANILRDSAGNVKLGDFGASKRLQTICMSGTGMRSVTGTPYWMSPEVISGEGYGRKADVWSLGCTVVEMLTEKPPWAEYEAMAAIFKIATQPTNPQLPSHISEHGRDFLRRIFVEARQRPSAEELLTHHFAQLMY
# OXTR agonist – activates the human oxytocin receptor. CHO-OTR cells, Fluo-8 calcium fluorescence; normalized: DMSO 0%, oxytocin 100%. activation, % at 3 µM. 0.32% of 320,000 active. AID 2435;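 active means activation above the mean of all tested compounds plus 3 SD, cutoff set per screening run, cut at about 20% in these data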;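 further: peak over basal fluorescence ratio from a 100 s FLIPR kinetic read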
# Target sequence (P30559 whole entry, looked up): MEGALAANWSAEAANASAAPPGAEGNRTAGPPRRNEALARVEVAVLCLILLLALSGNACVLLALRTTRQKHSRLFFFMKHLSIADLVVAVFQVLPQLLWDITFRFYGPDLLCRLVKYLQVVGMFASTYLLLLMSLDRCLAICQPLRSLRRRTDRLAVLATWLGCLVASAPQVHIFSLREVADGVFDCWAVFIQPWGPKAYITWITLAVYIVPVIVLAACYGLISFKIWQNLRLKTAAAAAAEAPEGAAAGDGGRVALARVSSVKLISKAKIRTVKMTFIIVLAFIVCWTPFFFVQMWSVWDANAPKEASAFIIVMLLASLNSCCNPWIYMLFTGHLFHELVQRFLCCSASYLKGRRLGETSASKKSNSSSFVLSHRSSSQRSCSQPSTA
# GPR7 antagonist – blocks human GPR7 receptor signaling. 1.1% of 290,000 active. P48145. GPR7-expressing cells, fluorescence antagonist assay. inhibition, % at 4.4 µM; in the data active means inhibition above about 16%, passing the limit was not always enough;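 further: cells stimulated with the agonist NPW; 0% = agonist with vehicle and 100% = vehicle without agonist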
# FID counter – fluorescent intercalator displacement, NS3 helicase counter-screen | AID 1845 | inhibition, % at 7.9 µM | 0.17% of 290,000 active | DNA fluorescent intercalator displacement, fluorescence; in the data active means inhibition above about 37%;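 further: 0% = vehicle and 100% = reference compound; higher means more ethidium bromide displaced from hairpin DNA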
# Numbers without * were called inactive; x = not tested or not shown; [ ] = dose if it differs, or a comment.
SMILES,MEKK2mut PB1 HTS,PfM18AAP inh,NALP1 inh,PHOSPHO1 inh,MEKK2 WT-MEK5,MEKK3 PB1 HTS,OXTR agonist,GPR7 antagonist,FID counter
CCC1CCCCN1C(=O)CSc1nnc(-c2cccc(Cl)c2)o1 (stereo unspecified),2,-4,44,-6,101,102,1.7,5,-22
Cc1cc(C)cc(OCCn2nnc3ccccc32)c1,1,-7,2,x,102,108,-1.5,3,-12
O=C(COc1ccccc1)N(Cc1ccco1)c1ccc(O)cc1,3,-1,8,22,105,103,-0.1,-7,-2
COc1ccc(C2=NN(S(C)(=O)=O)C(c3cccs3)C2)cc1OC (stereo unspecified),-10,5,5,37,85,91,-0.2,-1,-5
COc1ccc(S(=O)(=O)N2CCC(C(=O)NCCc3ccc4c(c3)OCO4)CC2)cc1,-26,0,-13,-2,56,48*[inhibitor],-0.9,28*,-21
CC1(C)Cc2ccccc2C(/C(=N\Nc2cccc(Cl)c2)C(N)=O)=N1,0,-2,-1,24,101,100,-2.4,-10,-4
Cn1cccc1CC(=O)N/N=C/c1ccc(Cl)cc1,-8,5,8,-3,90,92,-0.3,-9,-9
CCCCOCCCNC(=O)CN1C(=O)c2ccccc2C1=O,5,1,14,19,103,102,-0.1,3,-4
Cc1ccc(-c2nc3ccccc3c(=O)n2N)cc1,3,4,3,19,107,105,-1.8,-15,-3
CC(C)(C)CN1C(N)=NC[C@@H]1Cc1ccc(O)cc1,4,x,x,35,101,105,0.5,x,x
COc1ccc(N2C(=NC(=O)C3CCCCC3)SC3CS(=O)(=O)CC32)cc1OC (stereo unspecified),4,2,4,18,101,101,1.4,-7,-19
O=C(NCc1cccnc1)c1cn(-c2ccccc2)nc1-c1ccccc1,1,3,6,-10,102,103,-0.2,-4,-17
CC(C)N(CCO)C(=O)C(c1ccccc1)c1ccccc1,3,-2,8,9,104,105,-0.1,-6,-10
CSc1nnc(-c2ccc(Cl)cc2Cl)o1,8,4,-3,-29,112,109,-2.3,2,-2
CC1=Nc2ccccc2/C1=C\c1sc(Nc2ccc(C)cc2)nc1O,-1,-9,11,-7,107,102,-0.6,19*,1
O=C(Nc1nnc(C2CCCC2)s1)C1CCC1,5,-6,6,9,109,102,-0.9,-15,-11
CC1CCCCC1NC(=O)CCn1ccc2cc(S(=O)(=O)N3CCCC3)ccc21 (stereo unspecified),0,-8,1,11,97,96,-0.2,-4,-39
COc1ccc(C(=O)Cn2c(NCCCO)nc3ccccc32)cc1OC,3,0,-6,24,108,106,0.0,-11,1
Cc1ccccc1C(=O)NCCCNC(=O)c1cnccn1,0,12,-1,37,95,97,0.5,-17,-13
CC(NC(=O)CCC(=O)N1CCCCCC1)c1ccccc1 (stereo unspecified),1,-7,24,x,105,102,-0.4,19,-8

# MEKK3 PB1 HTS, hit marks shown above.
mol | MEKK2mut PB1 HTS | PfM18AAP inh | NALP1 inh | PHOSPHO1 inh | MEKK2 WT-MEK5 | MEKK3 PB1 HTS | GPR7 antagonist
COc1ccc(S(=O)(=O)N2CCC(C(=O)NCCc3ccc4c(c3)OCO4)CC2)cc1 | -26 | 0 | -13 | -2 | 56 | 48*[inhibitor] | 28*

# Later entries:
SMILES,MEKK2mut PB1 HTS,PfM18AAP inh,NALP1 inh,PHOSPHO1 inh,MEKK2 WT-MEK5,MEKK3 PB1 HTS,OXTR agonist,GPR7 antagonist,FID counter
CCCN(CCC)S(=O)(=O)c1ccc(C(=O)N2CCC(=O)c3ccccc32)cc1,4,0,10,-12,101,103,-1.5,12,-16
COc1ccc(NC(=O)Cn2c(=O)n(-c3ccc(CC(=O)NCc4ccco4)cc3)c(=O)c3ccccc32)cc1,-6,-10,8,16,95,89,0.6,-6,-7
O=C(O)CC(NC(=O)/C(=C/c1ccccc1)NC(=O)c1ccccc1)c1ccccc1 (stereo unspecified),-2,1,-8,7,94,94,-0.1,-3,-24
COc1cccc(C(=O)O/N=C(\N)c2ccccn2)c1OC,1,-1,-9,33,102,98,-0.9,-3,-12
CC1=Nc2ccccc2/C1=C/c1sc(=S)n(-c2cccc(C(=O)O)c2)c1O,-5,11,16,-30,89,99,x,7,26
COc1ccc2[nH]c(-c3ccccc3)cc2c1,1,19,25,-5,101,107,-1.6,-8,-5
CC(=O)Nc1ccc(NC(=O)CSCc2cnn(-c3ccccc3)c2-n2cccc2)cc1,-2,-4,13,8,97,100,-1.1,3,-22
COc1ccc(CCNC(=S)N(C)C)cc1OC,-2,5,-4,20,98,98,2.2,-7,0
CC1CC(C)CN(CC(=O)c2c[nH]c3ccccc23)C1 (stereo unspecified),-2,2,26,5,101,96,2.3,-20,-3
O=S(=O)(Nc1ccc2c3c(cccc13)CC2)c1ccc(F)cc1,3,-19,17,20,98,99,-0.8,-20,-6
Cc1ccc(NC(=O)CCc2c(C)nn(-c3ccc(N4CCCCC4)nn3)c2C)cc1C,6,2,-12,53,100,103,-0.4,-22,-40
O=C(Nc1c(C(=O)N2CCOCC2)cnn1-c1ccccc1)c1ccc([N+](=O)[O-])cc1,8,-6,4,31,108,102,0.1,-10,-6
CC1(C)CC(=O)C2=C(C1)N(Cc1ccc(F)cc1)C(=O)C2(NC(=O)c1cccnc1)C(F)(F)F (stereo unspecified),-3,-11,-6,9,97,102,0.0,-7,-21
COc1cccc(C2C(C(=O)c3cccs3)=C(O)C(=O)N2CCN(C)C)c1OC (stereo unspecified),0,3,6,12,101,94,1.6,-17,-1
COc1cc(NC(=O)CCc2nnc3ccc(N4CCCCC4)nn23)cc(OC)c1OC,5,4,11,7,98,101,-1.2,-8,-37
O=C1CCN(Cc2ccccc2)CCN1[C@H](CSc1ccccc1)Cc1ccccc1,0,5,24,31,99,97,-2.8,13,-18
c1coc(CNc2nc3ccccc3n2CCN2CCOCC2)c1,3,-6,-13,-29,104,106,-1.1,16,5
NC1=NC2(CCCCC2)N=C(Nc2ccc(Br)cc2)N1,36,1,3,-14,141*,107,-1.6,-8,11
O=C(Nc1ccc(SC(F)F)cc1)c1ccc2nccnc2c1,5,2,-8,4,104,105,19,-2,8
Cc1cc(NC(=O)CN2C(=O)/C(=C/c3ccccc3F)SC2=S)no1,-4,18,4,13,95,102,1.8,7,-3
CCC(C)N=CC1=C(O)CC(c2ccccc2)CC1=O (stereo unspecified),1,-3,13,0,97,95,-0.8,7,-10
O=C(Nc1ncn[nH]1)c1ccc([N+](=O)[O-])cc1[N+](=O)[O-],1,44*,-5,36,99,98,0.8,-1,1
CCOc1ccc(C(CC(=O)O)n2cnnn2)cc1 (stereo unspecified),-3,2,2,-4,94,90,-0.2,-1,10
CCOc1ccc(C2Oc3nc(SC)nnc3-c3ccccc3N2C(C)=O)cc1OC (stereo unspecified),-1,-6,24,2,92,93,0.1,-3,-2
Cc1ccc(/C=N/Nc2nc3ccccc3s2)o1,2,20,15,3,102,105,-2.2,1,0
CCOC(=O)c1cnn(-c2ccc(Cl)cc2)c1C1CCN(C(=O)OC(C)(C)C)CC1,-4,-3,1,-12,97,98,-2.8,6,-9
O=C(N1CCC(O)(c2cccnc2)CC1)C12CC3CC(CC(C3)C1)C2,0,0,10,4,103,99,0.5,-5,-8
CC(=O)c1ccc(NC(=S)NNC(=O)NC2CCCCC2)cc1,0,-2,-11,-10,100,104,-0.6,-7,-16
C#CC1CCCCC1NC(=O)Nc1cnccc1C(F)(F)F (stereo unspecified),-13,-4,15,37,94,94,-0.4,-11,-1
CCOc1ccccc1/C=C(\NC(=O)c1ccccc1)C(=O)NCCC(=O)O,-5,7,17,-6,95,94,0.1,2,-7
COc1cccc(C2c3c(oc4ccc(F)cc4c3=O)C(=O)N2CCCN2CCOCC2)c1 (stereo unspecified),x,4,18,-3,x,x,-0.3,-3,-3
COc1cccc(/C=N/n2c(COc3ccccc3)n[nH]c2=S)c1O,0,23,-21,5,101,101,1.3,10,-15
N#Cc1cccc(C(=O)OCC(=O)NCc2ccco2)c1,4,4,16,37,103,102,-0.8,-2,0
O=C(CN1C(=O)c2ccccc2C1=O)NCCc1c[nH]c2ccccc12,0,6,10,-2,104,104,-0.2,-2,-3
CC(C)(C)Nc1c(-c2cccs2)nc2ccccn12,-9,1,8,41,100,105,-1.7,-6,-8
CN(C(=O)c1cccc(NC(=O)c2ccccc2)c1)C1CCCCC1,2,0,-31,38,100,100,0.1,-7,-44
c1cnc(Oc2ccc(-c3nnco3)cc2)cn1,-3,6,7,18,99,95,-0.3,4,4
Cc1sc2nc(C3CC3)nc(SCC(=O)N3CCCc4ccccc43)c2c1C,0,1,7,2,100,98,-1.4,-4,-4
CCOC(=O)CNC(=O)CSc1nnnn1-c1cc(C)ccc1C,-6,1,0,13,97,95,-0.1,4,-3
Cc1ccccc1-n1c(SCC(=O)N/N=C/c2ccccc2OCC(=O)O)nc2ccccc2c1=O,3,6,-21,16,101,105,0.5,1,-24
O=C(NCCc1ccccn1)c1ccc(COc2ccccc2)o1,-4,-9,20,-1,99,98,0.1,-14,-16
CCCCCn1c(CCNC(=O)c2cccs2)nc2ccccc21,1,2,5,-24,97,99,-2.1,6,-20
Cc1ccc(-c2c(C)sc3ncn(CC(=O)N4CCOCC4)c(=O)c23)cc1C,3,-3,x,33,97,98,-0.4,-6,-33
O=C(O)CN1C(=O)SC(Nc2ccccc2)C1=O (stereo unspecified),7,8,-55,25,97,101,0.2,-12,0
CCCC1(C(=O)OC)NC(c2ccc(OC)cc2OC)C2C(=O)N(c3cccc(C(C)=O)c3)C(=O)C21 (stereo unspecified),3,-12,12,x,105,105,-0.2,-3,-31
C=CCNC(=S)Nc1ccc2nsnc2c1,-2,9,17,-6,98,98,2.1,-6,2
CCCCN(C)C(=O)c1ccc2c(c1)N(CC)C(=O)c1ccccc1S2(=O)=O,10,1,22,-2,109,106,-0.4,2,-17
CC1CCN(S(=O)(=O)c2ccc3ncn(CC(=O)N(C)C4CCCCC4)c(=O)c3c2)CC1,2,1,7,-25,103,105,-0.5,-12,-1
CCCCNC(=O)CC(C(=O)N1CCc2ccccc21)n1ccnc1 (stereo unspecified),3,-3,7,5,100,97,-0.4,-4,-1
Cc1cc(-c2csc(Nc3ccccn3)n2)ccc1F,4,-3,1,19,118,106,-2.5,-10,-9
O=C(CN1C(=O)c2cccc3cccc1c23)N1CCN(Cc2ccc3c(c2)OCO3)CC1,-1,-4,17,20,97,104,1.3,-3,-18
Cc1ccc(C)c2[nH]c(=O)c(CN(CCN3CCCC3)C(=O)Nc3cccc(Cl)c3)cc12,41*,6,26,4,153*,110,2.1,2,-1
CCC(=O)c1ccccc1OCCN1CCN(CC)CC1,-6,31*,-7,32,97,97,0.1,15,13
Cc1ccc2c(C)c(C(=O)N(C)CCC3CCCCO3)oc2c1C (stereo unspecified),5,6,22,18,104,98,-2.2,-8,-39
Cc1ccc(CNC(=O)CN2C(=O)NC(C)(c3ccccc3Cl)C2=O)cc1 (stereo unspecified),1,-8,21,30,105,102,-0.4,-9,-16
CCc1nccn1Cc1cc(C=O)ccc1OC,-3,-2,3,-4,91,93,-0.7,-9,0
COc1cc(OC)c(C(=O)Nc2ccc(S(=O)(=O)Nc3ncccn3)cc2)cc1OC,-1,8,5,10,101,97,0.8,-12,-11

# Of the compounds above, these contain a nitro group on carbon:
SMILES,MEKK2mut PB1 HTS,PfM18AAP inh,NALP1 inh,PHOSPHO1 inh,MEKK2 WT-MEK5,MEKK3 PB1 HTS,OXTR agonist,GPR7 antagonist,FID counter
O=C(Nc1c(C(=O)N2CCOCC2)cnn1-c1ccccc1)c1ccc([N+](=O)[O-])cc1,8,-6,4,31,108,102,0.1,-10,-6
O=C(Nc1ncn[nH]1)c1ccc([N+](=O)[O-])cc1[N+](=O)[O-],1,44*,-5,36,99,98,0.8,-1,1
